Cycloheximide cs: counter-screen hit for Shiga toxin inhibitors, cycloheximide. cell reporter, cycloheximide protein synthesis inhibition counterscreen. max response, %. 12% of 300,000 active. AID 2314; in the data active = max response mostly above about 13%, no sharp cut-off; inactive = mostly below about 14%; note: read at 38.3 µM for the half of the compounds with a filed dose; 0% is about no effect
Pf growth 48h: P. falciparum growth inhibition at 48 hours (one generation); P. falciparum luciferase growth in erythrocytes, 48 h; 5.9% of 310,000 active; AID 504832; Potency, µM (top dose mostly 28.7 µM), for the others: top-dose activity change, negative = inhibition, most hits filed as inhibitors; note: potency is the fitted concentration of half-maximal effect; % is set by controls: 0 for no effect and ±100 for the full control effect
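First compound was added to culture medium, then infected red cells at 0.1% parasitemia and 2% hematocrit (final). After incubation at 37 C under 5% CO2, luciferase detection reagent was dispensed and light output recorded.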
Pf growth 96h: P. falciparum growth inhibition at 96 hour, primary screen for plastid delayed-death inhibitors | P. falciparum luciferase reporter growth, 96 h | Potency, µM (top dose mostly 28.7 µM), without a hit: top-dose activity change, negative = inhibition, most hits filed as inhibitors | 6.9% of 320,000 active | AID 504834; note: potency is the fitted concentration of half-maximal effect; % is set by controls: 0 for no effect and ±100 for the full control effect
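P. falciparum expressing integrated firefly luciferase, in erythrocytes at 2% hematocrit, 0.05% parasitemia, incubated with compounds 96 h at 37 C, 5% CO2. Growth inhibition read as loss of luminescence; two-generation exposure targets delayed-death apicoplast inhibitors.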
Shiga inhibitor: inhibitors of Shiga toxin in Vero cells; Vero cells, Shiga toxin protein synthesis inhibition reporter; inhibition, % at 38.7 µM; 9.2% of 290,000 active; in the data active = inhibition mostly above about 28%, no sharp cut-off; inactive = mostly below about 43%; note: 0% is about no effect
Tb PYK inh: T. brucei pyruvate kinase inhibition; Potency, µM (series often up to 76.8 µM), for inactives: at the highest dose activity, negative = inhibition, usual class: inhibitors; TbPYK enzyme, Kinase-Glo Plus ATP luminescence, 45 min; Q57TT1; 0.12% of 410,000 active; note: potency is the fitted concentration of half-maximal effect; % is set by controls: 0 for no effect and ±100 for the full control effect; nearly all actives have a fitted effect of over 50% in size
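Readout: single end-point luminescence (Kinase-Glo Plus, 10 min). Reaction conditions were TbPYK/substrate plus 130 uM ADP, 45 min at RT, pH 7.2 TEA buffer. No-enzyme wells served as controls, and data were normalized before concentration-response fitting.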
AmpC inh no detg: blocks E. coli AmpC beta-lactamase in detergent-free assay; P00811; AmpC nitrocefin hydrolysis, absorbance 480 nm, 0.0001% Triton; Potency, µM (top dose mostly 57.1 µM), inactives show at the top dose activity change, negative = inhibition, usual class: inhibitors; 0.52% of 330,000 active; AID 485341;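 note: potency is the fitted concentration of half-maximal effect; plate controls were no compound for no effect and no enzyme for full effect; nearly all actives have a fitted effect of over 20% in size; some results filed as inactive show a strong effect at the top dose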
Target sequence (P00811 whole entry, looked up): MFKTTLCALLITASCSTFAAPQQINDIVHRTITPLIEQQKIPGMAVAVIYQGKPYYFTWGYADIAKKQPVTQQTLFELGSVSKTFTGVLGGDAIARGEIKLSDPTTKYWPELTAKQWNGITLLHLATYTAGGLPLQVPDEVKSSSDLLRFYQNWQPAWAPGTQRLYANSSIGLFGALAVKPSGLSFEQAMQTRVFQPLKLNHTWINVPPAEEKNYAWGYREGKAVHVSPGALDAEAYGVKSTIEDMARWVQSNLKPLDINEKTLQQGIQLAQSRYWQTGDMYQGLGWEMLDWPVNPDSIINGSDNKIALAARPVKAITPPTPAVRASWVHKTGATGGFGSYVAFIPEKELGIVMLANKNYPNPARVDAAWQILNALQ
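AmpC (5.3 nM in the dispensed reagent) in 20 mM phosphate pH 7.0 with 0.01% (detergent screen) or 0.0001% Triton X-100 was preincubated with compounds for 15 min at room temperature. Nitrocefin was then added from an 800 uM solution, and hydrolysis was followed at 480 nm.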
LmPK inh: LmPK (Leishmania mexicana) enzyme inhibition | Q27686 | purified LmPK, Kinase-Glo ATP luminescence, 1 h | 0.37% of 290,000 active | AID 1721 | Potency, µM (titrated, usually from 57.5 µM), inactives show at the top dose activity change, negative = inhibition, hits mostly inhibitors; note: potency is the fitted concentration of half-maximal effect; % is set by controls: 0 for no effect and ±100 for the full control effect
Target sequence (Q27686 whole entry, looked up): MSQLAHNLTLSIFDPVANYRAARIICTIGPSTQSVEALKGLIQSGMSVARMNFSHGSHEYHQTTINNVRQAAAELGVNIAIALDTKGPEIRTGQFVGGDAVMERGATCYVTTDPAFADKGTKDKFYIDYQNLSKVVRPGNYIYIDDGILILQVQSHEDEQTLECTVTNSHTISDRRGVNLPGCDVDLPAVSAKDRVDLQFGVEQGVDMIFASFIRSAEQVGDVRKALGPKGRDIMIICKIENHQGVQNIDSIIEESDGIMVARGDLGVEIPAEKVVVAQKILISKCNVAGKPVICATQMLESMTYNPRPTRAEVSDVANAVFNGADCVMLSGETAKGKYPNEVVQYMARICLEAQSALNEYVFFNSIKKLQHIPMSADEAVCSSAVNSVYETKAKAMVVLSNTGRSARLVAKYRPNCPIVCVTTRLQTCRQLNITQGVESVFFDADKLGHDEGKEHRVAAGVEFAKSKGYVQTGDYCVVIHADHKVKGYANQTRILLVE
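Kinase-Glo luminescence read after 1 h RT reaction of 0.1 nM LmPK with 0.5 mM PEP and 0.1 mM ADP. Activity scaled between uninhibited and enzyme-free controls.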
* hit, by the source's call; ? = inconclusive; · = no result given; & = joins results of further samples; [ ] = another dose, or the depositor's remark. Unless noted, calls come from the whole dose curve; as a rule, active = well fitted curve in the direction sought with a large enough effect; inconclusive = small, poorly fitted or top-dose-only effect, or another doubt; inactive = no such curve, though single readings can be large; an effect the other way counts as inactive or inconclusive. An unsorted share of the library; about 22% have a hit in one of these screens.

SMILES	Cycloheximide cs	Pf growth 48h	Pf growth 96h	Shiga inhibitor	Tb PYK inh	AmpC inh no detg	LmPK inh
CCc1nccn1CCC(=O)NC1CC(C)(C)Cc2c1cnn2-c1ccc(OC)cc1 (centres undefined)	-3	0%	0%	-6	3%	55%	-1%
Cc1ccc(C(=O)OCC(=O)NC2CCCCC2)cc1S(=O)(=O)N1CCCCC1	·	?	?	·	-9%	-3%	·
COc1cnn(-c2ccc(C)cc2)c(=O)c1Cl	52*	87%[activator]	75%[activator]	79*	-13%	-8%	-3%
CCOc1ccc(C(=O)NC2C(=O)N3C(C(=O)O)=C(COC(C)=O)CSC23)cc1OCC (centres undefined)	·	?	18%	·	0%	-16%	·
COc1ccccc1-c1ccc(/C=C2/C=C(CC(C)C)OC2=O)o1	5	-1%	-22%	24	-11%	?	1%
CN(c1nc2c(c(=O)n(C)c(=O)n2C)n1CC(=O)c1ccccc1)C1CCCCC1	12	?	10µM*	44	-8%	119%[activator]	-1%
CC(=O)c1ccc(NC(=O)COC(=O)CCc2ccc(S(=O)(=O)N3CCOCC3)cc2)cc1	-1	-1%	35%[activator]	7	3%	-9%	4%
CC(=O)N1N=C(c2ccc(C)cc2)OC1c1cccnc1 (centres undefined)	18	39%[activator]	-10%	61*	2%	1%	-11%
COC(=O)Cn1cc(C#N)c2ccccc21	-2	-3%	30%	27	-16%	-14%	-3%
COC(=O)c1ccc(OCCOc2ccccc2C)cc1	12*	13%	1.3µM*	105	4%	-14%	-5%
Cc1cc(C(=O)OC(C(=O)Nc2cccc(C(F)(F)F)c2)c2ccccc2)c(C)o1 (centres undefined)	8	9.3µM*	5.2µM*	-5	-6%	-28%	0%
CCOC(=O)N1C(=O)[C@](CC)(c2ccccc2)N1C(=O)OCC	19*	10%	3%	9	-8%	-1%	-5%
O=C(NCCc1nc2ccccc2[nH]1)c1ccc([N+](=O)[O-])cc1	-4	3%	23%	-6	4%	0%	2%
O=C(CCC(=O)c1cccs1)NC1CCCCCC1	21*	231%[activator]	321%[activator]	30	0%	-28%	1%
CN(C)S(=O)(=O)N1CCC(Oc2cccc(C(=O)NCCC3=CCCCC3)c2)CC1	24*	?	7%	63*	-5%	67%[activator]	10%
CN=C1S/C(=C\c2cc(C)n(-c3ccccc3F)c2C)C(=O)N1C	44*	-82%	-41%	96*	-11%	-17%	-15%
Cc1cc(OC(=O)N(C)C)nc(SCc2c(Cl)cccc2Cl)n1	-2	?	?	-3	-6%	62%[activator]	2%
CCOC(=O)[C@@H]1[C@H]2COc3ccccc3[C@H]2N2C(=O)N(c3ccc(Cl)cc3)C(=O)[C@]12C	1	13µM*	8.3µM*	-3	1%	41%	-6%
CC(=O)N1CCc2cc(S(=O)(=O)NC(C(=O)NC(C)c3ccccc3)C(C)C)ccc21 (centres undefined)	-6	6%	?	-4	-1%	-9%	-7%
COc1ccc(C(=O)CCC(=O)N2CCN(c3ccc(C)cc3)C(C)C2)cc1 (centres undefined)	-3	-16%	9.3µM*	-8	-9%	104%[activator]	-1%
O=C(CNC(=O)C(c1ccccc1)c1ccccc1)OCc1ccccc1	-2	1%	?	-2	-4%	-7%	-2%
CCOc1ncccc1C(=O)NCCc1c[nH]c2ccccc12	-5	-17%	-11%	-4	-1%	-11%	0%
CCC(=O)N1CCc2cc(Br)cc(S(=O)(=O)NCCCN(CC)Cc3ccccc3)c21	-5	?	4%	-9	1%	26%	-2%
CC(=O)N(C(C)=O)n1c(/C=C/c2ccc([N+](=O)[O-])cc2)nc2ccccc2c1=O	-7	-19%	57%[activator]	-7	2%	-12%	4%
COc1ccccc1N1CCN(C2CCCN(C(=O)CCC(=O)N(C)C)C2)CC1 (centres undefined)	-1	-22%	-13%	-6	-2%	-17%	0%
Cc1cnc([N+](=O)[O-])n1CCOC(=O)NC(=O)c1ccccc1Cl	-4	1%	-24%	-13	0%	-32%	-25%
CC1(c2ccc3c(c2)OCCO3)NC(=O)N(CC(=O)c2ccc[nH]2)C1=O (centres undefined)	·	?	?	·	1%	-28%	·
COC(=O)CCCCCCCCCC[N+]1(C)CCCCC1	-3	3.7µM*	52%[activator]	-2	-15%	-3%	-2%
COc1cccc(C(=O)NCCS(=O)(=O)NCc2cccnc2)c1	·	2%	9%	·	-2%	?	·
O=C(CCN1C(=O)C2C3CCC(C3)C2C1=O)OCC(=O)c1ccc(Cl)cc1 (centres undefined)	-3	10%	-14%	-2	2%	61%[activator]	-8%
CC(C)c1nn2c(N)c(/C=C3\C=Nc4ccccc43)c(=O)nc2s1	-2	3%	-5%	17	-4%	47%	2%
CC(=O)Nc1ccc(S(=O)(=O)Nc2cccc(-n3c(C)nc4ccccc4c3=O)c2)cc1	·	?	1%	·	1%	-55%	·
CCOc1ccccc1O[C@@H](c1ccccc1)[C@@H]1CNCCO1	·	?	13µM*	·	-6%	·	·
Cc1cc(OCC(=O)NNC(=S)NC(=O)c2ccc(Br)o2)ccc1Cl	-3	5%	?	-3	-17%	-19%	-11%
Cc1cccc(/C(N)=N/OC(=O)c2ccc(Br)o2)c1	91*	134%[activator]	55%[activator]	90*	-17%	-11%	-23%
C/C(=N\NC(=O)COc1ccc(C(C)(C)C)cc1)c1ccc2c(c1)OCCO2	9	11%	13%	28	5%	-22%	-1%
CC1(C)CC(=O)c2cc(NC(=O)c3ccccc3)c(=O)oc2C1	27*	27%	-24%	55*	-7%	-19%	-9%
CC(=O)c1cccc(NC(=O)C(=O)c2cn(CC(=O)N3CCCCC3)c3ccccc23)c1	8	0%	17%	17	3%	-21%	2%
CCOc1ccccc1NC(=O)CCS(=O)(=O)c1cccc2nonc12	-2	-4%	?	-17	-1%	-4%	-1%
C/C(=N/NC(=O)CNC(=O)c1cccc(F)c1)c1ccc2c(c1)CCCC2	3	28%	17%	-26	0%	-8%	9%

An excerpt of these results, as comma-separated lines:
SMILES,Cycloheximide cs,Pf growth 48h,Pf growth 96h,Shiga inhibitor,Tb PYK inh,AmpC inh no detg,LmPK inh
CC1(C)CC(=O)c2cc(NC(=O)c3ccccc3)c(=O)oc2C1,27*,27%,-24%,55*,-7%,-19%,-9%
CC(=O)c1cccc(NC(=O)C(=O)c2cn(CC(=O)N3CCCCC3)c3ccccc23)c1,8,0%,17%,17,3%,-21%,2%
CCOc1ccccc1NC(=O)CCS(=O)(=O)c1cccc2nonc12,-2,-4%,?,-17,-1%,-4%,-1%

Next section:
SMILES	Cycloheximide cs	Pf growth 48h	Pf growth 96h	Shiga inhibitor	Tb PYK inh	AmpC inh no detg	LmPK inh
Cc1cc(F)ccc1S(=O)(=O)N1CCCOC1CNC(=O)C(=O)NCCc1ccccc1 (centres undefined)	-1	-14%	?	6	21%	43%	1%
CCOC(=O)c1[nH]ncc1CN1CCCC(C(=O)c2ccc(C(C)(C)C)cc2)C1 (centres undefined)	-2	-9%	11%	22	23%	24%	0%
COC(=O)c1ccccc1NC(=O)N1CSC[C@H]1C(=O)OC	-1	19%	-7%	-17	-4%	2%	1%
Cc1cccc(NC(=O)C2CCN(S(=O)(=O)c3c(C)c(C)cc(C)c3C)CC2)n1	·	?	-18%	·	4%	44%	·
Cc1cc(-c2nn(-c3ccccc3F)cc2CN(C)CC(O)CO)c(C)s1 (centres undefined)	1	?	?	-9	?	22%	7%
OCC1(Cc2ccccc2)CCN(Cc2cnc(-c3cccc4ccccc34)nc2)CC1	9	?	32%[activator]	20	2%	154%[activator]	9%
Cc1nc2sc(C(c3cccs3)N3CCC4(CC3)OCCO4)c(O)n2n1 (centres undefined)	0	-7%	?	12	2%	-1%	-2%
CC(=O)Nc1cc(C(C)C)c(O)c(C(C)C)c1	2	30%[activator]	0%	-16	3%	-20%	0%
COc1ccccc1CCC(=O)NCCCn1ccc2ccccc21	-6	?	-22%	32	0%	25%	0%
CN(C)S(=O)(=O)c1cccc(NC(=O)CSc2nncn2C)c1	-1	13%	2%	-7	2%	-4%	0%
Clc1cccc(CSc2ccc(-c3cccnc3)nn2)c1	29*	-6%	12%	51	-1%	-8%	4%
O=C(OCCO)c1ccccc1O	4	·	·	4	0%	·	·
CC(C)CCNC(=O)c1ccc2c(c1)N(Cc1ccccc1)C(=O)CS2=O (centres undefined)	-4	-14%	-21%	-4	-2%	?	4%
Cc1cccc(NC(=O)CSc2ccc(-c3ccco3)nn2)c1C	-6	-5%	?	-19	?	-42%	-1%
COC(=O)C(NC(=O)c1ccco1)(Nc1nc(C)cs1)C(F)(F)F (centres undefined)	1	9%	30%	-9	-3%	-8%	-2%
CCc1c(C)c2cc(Cl)c(O)c(CN(C)C)c2oc1=O	-2	-16%	?	-5	-4%	-21%	1%
CCOC(=O)c1ccc(NC(=O)c2cn(-c3ccccc3)nc2-c2ccncc2)cc1	-3	4.1µM*	0%	-2	5%	?	4%
CN(CC(=O)Nc1cc(S(=O)(=O)N2CCOCC2)ccc1Cl)C1CCS(=O)(=O)C1 (centres undefined)	0	84%[activator]	5%	5	8%	-4%	3%
Cc1cc(C)c(NC(=S)N(CCCN2CCOCC2)Cc2cccnc2)c(C)c1	-3	-12%	?	-11	4%	1%	11%
Cc1nn(Cc2ccccc2)c(C)c1/C=N/NC(=O)c1ccncc1	-2	14%	37%[activator]	-3	1%	3%	7%
Cc1cc(C)c2sc(N(CCN(C)C)C(=O)c3c(F)cccc3F)nc2c1	-6	?	?	-11	-1%	240%[activator]	3%
C/C(=N\n1cnnc1)c1ccccc1	-7	8%	21%	6	2%	-15%	-11%
COc1cc(C(=O)NNC(=S)NC(=O)c2ccc3c(c2)OCO3)cc(OC)c1OC	-3	-3%	-1%	-4	0%	-49%	0%
COc1cccc(C(=O)Nc2ccc3c(c2)CCCN3C(=O)c2cccs2)c1OC	26*	?	-8%	49*	0%&-3%	22%	-1%
CCOC(=O)C1=C(COC(=O)C2(C)CC2(Cl)Cl)NC(=O)NC1c1ccc(OC)cc1 (centres undefined)	1	?	-23%	11	4%	9%	-1%
CCOc1ncccc1C(=O)NCC1COc2ccccc2O1 (centres undefined)	2	?	?	22	4%	36%	0%
COc1ccccc1OCC(=O)NNC(=O)c1c(-c2ccccc2Cl)noc1C	-2	1%	10%	-13	5%	-2%	2%
COc1cc(C(=O)OCC(=O)NC(=O)NC2CCCCC2)cc(Cl)c1OC	·	7%	-10%	·	4%	-8%	·
Cc1ccc(NNC(=O)C(=O)N2CCCCC2)cc1	1	17%	0%	-10	-7%	-16%	-10%

Pulled by structure from the list above, 3 records:
SMILES	Cycloheximide cs	Pf growth 48h	Pf growth 96h	Shiga inhibitor	Tb PYK inh	AmpC inh no detg	LmPK inh
CCOc1ncccc1C(=O)NCC1COc2ccccc2O1 (centres undefined)	2	?	?	22	4%	36%	0%
COc1cc(C(=O)OCC(=O)NC(=O)NC2CCCCC2)cc(Cl)c1OC	·	7%	-10%	·	4%	-8%	·
COc1cc(C(=O)NNC(=S)NC(=O)c2ccc3c(c2)OCO3)cc(OC)c1OC	-3	-3%	-1%	-4	0%	-49%	0%
